Source: PubChem
ASM inhibitor – blocks human secretory acid sphingomyelinase. placental ASM, HMU-PC fluorogenic substrate, 60 min. Potency, µM (titrated, usually from 57.5 µM), without a hit: top-dose activity change, negative = inhibition, most hits filed as inhibitors. 340,000 tested, 0.006% active. AID 504937; note: potency is the fitted concentration of half-maximal effect
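Fluorogenic HMU-PC substrate (9 uM final) is turned over by placental ASM in 60 min at 37 C after a 10 min compound preincubation. Reaction ended by alkaline stop (pH 10), with fluorescence read at 386/447 nm.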
ELG1 genotoxic – inducers of genotoxicity in HEK293T ELG1-luciferase cells; 330,000 tested, 1.3% active; HEK293T ELG1-luciferase reporter, luminescence, 16 h; AID 504466; Potency, µM (series often up to 46 µM), inactives show top-dose activity change, positive = activation, usual class: activators; note: potency is the fitted concentration of half-maximal effect; % of control where 0% means no effect; nearly all actives have a fitted effect of over 60% in size
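HEK293T cells expressing luciferase-tagged ELG1 were treated with compound or DMSO for 16 hr at 37°C. Luciferase activity was then read after 30 min with ONE-Glo at room temperature; rising signal flags genetic stress.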
uPA generation – cell surface uPA generation inhibition | cell surface uPA generation assay, qHTS | Potency, µM (titrated, usually from 38.3 µM), inactives show top-dose activity change, negative = inhibition, usual class: inhibitors | 330,000 tested, 0.31% active; active = well fitted inhibition curve with a large enough effect; inconclusive = small, poorly fitted or top-dose-only effect; inactive = no such curve, though single readings can be large or run the other way; tested in mouse RAW 264.7 cells; note: potency is the fitted concentration of half-maximal effect; % is set by controls: 0 for no effect and ±100 for the full control effect; nearly all actives have a fitted effect of over 55% in size
p53 reactivation – restores transcriptional activity of mutant p53. 320,000 tested, 0.063% active. Potency, µM (titrated, usually from 92.2 µM), inactives show at the top dose activity change, positive = activation, most hits filed as activators. H1299 p53-A138V BP100-luciferase reporter, luminescence, 24 h; note: potency is the fitted concentration of half-maximal effect; % of control where 0% means no effect; nearly all actives have a fitted effect of over 45% in size
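H1299 (p53-null), stable ts p53-A138V + BP100-Luc; 1000 cells/well, Opti-MEM/10% FBS; cpd 4 pt, 1:5; 24 h, 37 deg C, 5% CO2; detection reagent 10 min RT; luminescence.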
TRPV1 ag – activates the human vanilloid receptor TRPV1 | Q8NER1 | TRPV1-expressing cells, Fluo-8 calcium influx, agonist mode | activation, % at 8.33 µM | 320,000 tested, 0.19% active; in the data active = activation above about 80%; inconclusive = between about 30% and that limit; note: 0% is about no effect
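TRPV1-expressing cells were cultured overnight at 35.5C and loaded with Fluo-8 calcium dye for 40 to 90 min at room temperature. After a 10 s baseline, compound was added and calcium influx was read kinetically for 3 min (ex 480/em 520 nm).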
BRCA1 expr act – BRCA1 expression activation | MCF7-BRCA1-FFLuc reporter, luminescence, 48 h; response scale: scaled: vehicle 0%, 10 µM genistein 100% | Potency, µM (series often up to 46.1 µM), for the others: at the highest dose activation, usual class: activators | 380,000 tested, 1.1% active | AID 624202; note: potency is the fitted concentration of half-maximal effect; nearly all actives have a fitted effect of over 80% in size; some results filed as inactive show a strong effect at the top dose
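First, MCF7-BRCA1-FFLuc cells (2000/well) attach for 2 h; next, compounds are pin-added and incubated 48 h at 37 °C; finally, luciferase reagent is added and luminescence read after 15 min.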
Integrin act MD – integrin-mediated muscular dystrophy alleviation activation. alpha7betagal myoblasts, beta-gal FDG fluorescence, 48 h. Potency, µM (highest dose often 38.3 µM), inactives show top-dose activation, hits mostly activators. 350,000 tested, 0.064% active. AID 624291;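 note: potency is the fitted concentration of half-maximal effect; 100% = response of the positive control SU9516; nearly all actives have a fitted effect of over 60% in size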
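Alpha7betagal+/- myoblasts (passage 13) were plated 16-24 hr, then exposed to compounds (1:260 dilution of DMSO stock) for 48 hours at 37C. After MPER lysis, β-galactosidase reporter activity was read as FDG fluorescence (ex 480/em 540) after 30 minutes.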
PTAP TSG101 blk – blocks PTAP/TSG101 interaction to inhibit HIV-1 budding; Q99816; Fluorescence polarization, FITC-PTAP peptide / Tsg101 binding; Potency, µM (highest dose often 115 µM), for the others: at the top dose activity change, negative = inhibition, usual class: inhibitors; 340,000 tested, under 10 active; AID 493005; active = well fitted inhibition curve with a large enough effect in the main read-out, with a control signal flat, not every such curve was filed as active; inconclusive = small, poorly fitted or top-dose-only effect, or effect the other way, or a change in a side signal; inactive = no such curve, though single readings can be large or run the other way; note: potency is the fitted concentration of half-maximal effect; % of control where 0% means no effect
Target sequence (Q99816 whole entry, looked up): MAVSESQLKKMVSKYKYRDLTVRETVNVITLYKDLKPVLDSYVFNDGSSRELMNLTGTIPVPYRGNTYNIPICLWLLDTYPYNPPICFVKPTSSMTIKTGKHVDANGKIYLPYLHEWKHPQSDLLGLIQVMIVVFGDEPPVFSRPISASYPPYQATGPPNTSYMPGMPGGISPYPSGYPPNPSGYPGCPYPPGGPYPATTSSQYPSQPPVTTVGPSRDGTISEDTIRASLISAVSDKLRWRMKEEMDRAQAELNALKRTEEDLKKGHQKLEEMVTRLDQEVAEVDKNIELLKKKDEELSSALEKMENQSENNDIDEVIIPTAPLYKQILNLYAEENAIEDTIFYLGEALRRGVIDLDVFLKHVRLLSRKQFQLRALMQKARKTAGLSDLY
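Fluorescence polarization binding of Tsg101 binding domain (10 uM final) to FITC-labeled PTAP peptide (50 nM final) in HEPES pH 7.5 buffer with NaCl, Tween 20, EDTA, TCEP. Compounds added before peptide; binding 20 min at RT.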
Eya2 inh – blocks the phosphatase activity of human Eya2; AID 488837; recombinant Eya2, OMFP fluorescence dephosphorylation (OMFP is methylfluorescein phosphate); O00167; Potency, µM (series often up to 76.9 µM), inactives show at the highest dose activity, negative = inhibition, usual class: inhibitors; 330,000 tested, 0.006% active; note: potency is the fitted concentration of half-maximal effect; % is set by controls: 0 for no effect and ±100 for the full control effect
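Eya2 protein (added as 0.2 uM solution) was preincubated with compound for 10 min at ambient temperature in 50 mM HEPES pH 7.5, 50 mM NaCl, 5 uM MgCl2, 0.05% BSA, 1 mM DTT. OMFP (added at 50 uM) then reacted 10 min; fluorescence read at 485/525 nm.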
B2AR arrestin – agonists driving beta-arrestin recruitment to human beta2-adrenergic receptor | beta-arrestin recruitment to beta2AR, cell-based reporter | 330,000 tested, 0.02% active | Potency, µM (series often up to 46.1 µM), without a hit: top-dose activation, actives largely listed as activators;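 note: potency is the fitted concentration of half-maximal effect; 0% = DMSO controls and full agonism = EC100 isoproterenol or metaproterenol; nearly all actives have a fitted effect of over 65% in size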
USP2a inh – USP2a (human) protease inhibition | AID 463254 | USP2 core, Ub-CHOP2 coupled fluorogenic reporter, 485/531 | Potency, µM (top dose mostly 38.3 µM), inactives show top-dose activity change, negative = inhibition, usual class: inhibitors | 330,000 tested, 0.01% active | O75604;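 note: potency is the fitted concentration of half-maximal effect; plate controls were DMSO wells for no effect and full inhibition by NEM control for full effect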
Target sequence (O75604 whole entry, looked up): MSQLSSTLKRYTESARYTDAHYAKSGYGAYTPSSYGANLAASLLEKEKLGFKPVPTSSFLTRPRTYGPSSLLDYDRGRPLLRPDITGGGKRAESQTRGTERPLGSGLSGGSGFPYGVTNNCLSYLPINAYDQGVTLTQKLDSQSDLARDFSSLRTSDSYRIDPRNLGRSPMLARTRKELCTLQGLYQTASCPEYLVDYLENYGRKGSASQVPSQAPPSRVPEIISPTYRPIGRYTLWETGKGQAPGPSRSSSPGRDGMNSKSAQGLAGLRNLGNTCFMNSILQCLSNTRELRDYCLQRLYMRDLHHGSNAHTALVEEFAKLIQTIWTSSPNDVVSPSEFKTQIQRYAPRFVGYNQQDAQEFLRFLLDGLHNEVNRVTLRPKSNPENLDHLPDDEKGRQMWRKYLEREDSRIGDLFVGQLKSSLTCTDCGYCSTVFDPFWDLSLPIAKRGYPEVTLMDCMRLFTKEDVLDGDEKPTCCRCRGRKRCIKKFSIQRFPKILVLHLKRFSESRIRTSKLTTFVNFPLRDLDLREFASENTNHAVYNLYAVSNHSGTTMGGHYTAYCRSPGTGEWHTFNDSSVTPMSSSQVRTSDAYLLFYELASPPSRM
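Deubiquitinase activity read as fluorescence (485/531 nm) after Ub-CHOP2 cleavage activates the enterokinase reporter on its substrate; USP2 core 10nM, Ub-CHOP2 and substrate 25nM each, 30min compound preincubation then 60min RT; data normalized to NEM, curves fitted.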
* marks the source's active call; other numbers are inactive results; ? = inconclusive; . = not tested or not shown; [ ] = another dose, or the depositor's remark. Unless noted, calls come from the whole dose curve; as a rule, active = well fitted curve in the direction sought with a large enough effect; inconclusive = small, poorly fitted or top-dose-only effect, or another doubt; inactive = no such curve, though single readings can be large; an effect the other way counts as inactive or inconclusive. No enrichment for hits. About 2.6% of those tested had a hit in this group.

mol	ASM inhibitor	ELG1 genotoxic	uPA generation	p53 reactivation	TRPV1 ag	BRCA1 expr act	Integrin act MD	PTAP TSG101 blk	Eya2 inh	B2AR arrestin	USP2a inh
CCC(=O)Nc1cccc(C2=NOC3(C2)C[C@H](C(N)=O)N(C(=O)Cc2ccc([N+](=O)[O-])cc2)C3)c1 (stereo not given in full)	5%	3%	6%	0%	1	9%	1%	2%	7%	-0.4%	4%
CCCCc1ccc(NC(=O)C2CCN(S(C)(=O)=O)CC2)cc1	-1%	1%	.	-3%	29	-28%	-7%	-1%	-1%	0.0%	2%
c1ccc(CN(Cc2ccco2)C(c2ccncc2)c2nnnn2C2CCCC2)cc1 (stereo not given)	5%	-6%	1%	-9%	12	0%	-45%[inhibitor]	-3%	-7%	-0.1%	0%
CCCCn1c(N)c(N(CCOC)C(=O)CN(C)S(=O)(=O)c2ccc(Cl)cc2)c(=O)[nH]c1=O	8%	5%	13%	2%	?	-5%	-10%	-1%	-19%	-0.2%	0%
CCOC(=O)C1(CCOc2ccccc2)CCN(C(=O)c2cncs2)CC1	0%	-1%	-3%	4%	16	0%	-4%	-1%	3%	-0.3%	1%
C[C@@H]1CN([C@@H](C)CO)C(=O)c2cc(NC(=O)Nc3ccc4c(c3)OCO4)ccc2O[C@H]1CN(C)S(=O)(=O)c1ccc(F)cc1	-12%	-7%	2%	-5%	.	-17%	5%	6%	13%	-0.1%	-28%
COc1ccccc1OC(=O)c1cc2ccccc2oc1=O	2%	7%	-2%	.	2	-33%	6%	-1%	-3%	0.3%	1%
Cn1c(SCC(=O)Nc2ccc3[nH]c(=O)[nH]c3c2)nnc1-c1ccccc1	1%	1%	-8%	16%	0	-2%	0%	-1%	1%	-0.1%	-5%
COc1cc(O)cc2cc3c(c(O)c12)C(=O)CC(C)(O)O3 (stereo not given)	-3%	-12%	-13%	-3%	-3	94%	0%	-11%	5%	0.6%	1%
CCOc1ccc(C(=O)Nc2c3c(nn2-c2cccc(C)c2C)CS(=O)C3)cc1 (stereo not given)	3%	-3%	-4%	-5%	-1	-12%	9%	2%	6%	0.2%	2%
COc1cc2c(cc1OC)-c1nnc(-c3cccs3)n1C1(CCCC1)C2	0%	-5%	2%	0%	-3	-11%	5%	0%	-1%	-0.7%	1%
CN(C)C(=O)COC(=O)[C@H](Cc1ccccc1)NC(=O)c1ccco1	3%	-1%	-6%	-3%	-2	0%	3%	-2%	22%	0.1%	1%
O=C(Nc1nc(-c2ccc(-c3ccccc3)cc2)cs1)C1CCCO1 (stereo not given)	-4%	5%	6%	18%	6	64%	-1%	-10%	12%	-3.4%	-9%
CN1C(=O)c2ccccc2Sc2ccc(NC(=O)NC3CC3)cc21	0%	0%	5%	-4%	13	7%	0%	-6%	-7%	-0.1%	4%
Clc1nnc(NN=C2CCCC2)c2ccccc12	-2%	2%	-7%	?	1	-25%	-37%	-10%	8%	2.8%	1%

mol	ASM inhibitor	ELG1 genotoxic	uPA generation	p53 reactivation	TRPV1 ag	BRCA1 expr act	Integrin act MD	PTAP TSG101 blk	Eya2 inh	B2AR arrestin	USP2a inh
O=C(NC(Cc1ccccc1)C(=O)N1CCN(c2ccccc2O)CC1)c1ccccc1 (stereo not given)	-5%	-28%	0%	-2%	?	-28%	6%	-4%	-16%	-0.3%	-2%
Cc1ccccc1C(=O)N/N=C/c1ccsc1C	2%	?	2%	?	28	23%	-5%	1%	-18%	0.0%	1%
CCn1c(SCC(=O)c2ccc3ccccc3c2)nnc1-c1cccs1	-7%	2%	4%	10%	12	2%	-11%	-2%	-17%	2.7%	-6%
O=C(NCC1CCCCC1)c1cccnc1Cl	7%	0%	1%	2%	-2	-4%	6%	-2%	0%	-0.5%	1%
O=C(CCc1nnc2ccc(N3CCC4(CC3)OCCO4)nn12)NCc1ccc(F)cc1	-5%	5%	-4%	5%	-4	-2%	10%	2%	-1%	0.1%	0%
Cc1ccccc1C(=O)Nc1c(C(=O)N(CCN(C)C)Cc2ccco2)oc2ccccc12	-1%	-8%	-18%	5%	19	-26%	-55%[inhibitor]	0%	-19%	0.0%	-1%
COc1ccc([C@H]2CC(=O)C=C(c3ccc(F)cc3OCc3ccccc3)C2)cc1	-12%	-8%	?	12%	?	-5%	23%	.	-6%	0.5%	1%
NC(=O)c1ccc(NC(=O)COC(=O)C(Cc2ccccc2)NC(=O)c2ccccc2)cc1 (stereo not given)	-1%	1%	1%	15%	1	5%	45%	-2%	5%	-0.9%	3%
Cc1ccc(CSc2nnc(CNc3ccc(F)cc3)o2)cc1	-2%	-6%	4%	0%	14	0%	-7%	-2%	-9%	0.3%	-2%
Cc1ccccc1NC(=O)NNC(=O)c1ccc2ccccc2c1	0%	7%	8%	20%	0	0%	-16%	-2%	-3%	0.0%	0%
CCCCCn1c(CNC(=O)COC)nc2ccccc21	1%	1%	3%	17%	6	28%	14%	-3%	-28%	-0.1%	-1%
O=C(CC1SC(N2CCCCC2)=NC1=O)Nc1ccc(C(=O)Nc2ccccc2)cc1 (stereo not given)	-2%	6%	10%	2%	0	-9%	-12%	-2%	-5%	-0.9%	0%
CCCN(C(=O)CCNC(=O)c1ccc(Cl)cc1)c1c(N)n(Cc2ccccc2)c(=O)[nH]c1=O	0%	4%	0%	4%	-1	6%	-6%	0%	-7%	-0.1%	0%
CC(=O)n1cc(C(C[N+](=O)[O-])SCCN)c2ccccc21 (stereo not given)	-5%	-13%	-5%	-11%	0	-99%[inhibitor]	-37%	-2%	-5%	6.2%	-1%
CC(C)(C)NC(=O)C(c1ccccn1)N(C(=O)C1CSC(=O)C1)c1ccccc1F (stereo not given)	-2%	3%	0%	-3%	1	-1%	7%	-8%	2%	0.2%	0%

mol	ASM inhibitor	ELG1 genotoxic	uPA generation	p53 reactivation	TRPV1 ag	BRCA1 expr act	Integrin act MD	PTAP TSG101 blk	Eya2 inh	B2AR arrestin	USP2a inh
O=C(Cn1nc(C(=O)O)c2ccccc2c1=O)c1c[nH]c2ccccc12	-11%	2%	4%	-2%	1	-4%	-29%	-4%	-4%	-0.9%	0%
O=C(NCc1cccs1)c1cccnc1C(=O)O	2%	2%	.	12%	-1	-2%	4%	-6%	5%	-0.1%	0%
O=C(CCc1nc(-c2ccccc2Cl)no1)NC1CCCCC1	10%	-1%	3%	-2%	29	-8%	-17%	-5%	0%	-0.3%	-1%
O=C(Nc1ccc(F)cc1F)c1cccc(S(=O)(=O)N2CCCCC2)c1	6%	1%	-4%	5%	-5	-11%	-1%	-3%	0%	-0.4%	0%
CCN1CCN(S(=O)(=O)c2ccc(OC)c3ccccc23)CC1	0%	-4%	1%	4%	-2	-9%	-23%	0%	1%	1.8%	1%
CCn1c(SCC(=O)Nc2ccc(OC)cc2)nnc1-c1ccco1	4%	-1%	0%	-5%	-2	-1%	-28%	-9%	2%	-0.4%	3%
Cc1csc(NC(=O)CCN2C(=O)c3ccccc3S2(=O)=O)n1	-1%	-2%	5%	18%	1	20%	-17%	-4%	4%	0.0%	1%
CC(C)CC(COCc1cccc(C(F)(F)F)c1)N1CCN(C(=O)c2cccc(C(F)(F)F)c2)CCC1=O (stereo not given)	-9%	-3%	6%	3%	?	-7%	0%	-5%	-10%	-0.6%	1%
Cc1ccc(SCc2c(C(=O)N/N=C/C3CC=CCC3)nnn2-c2nonc2N)cc1 (stereo not given)	-3%	-1%	-1%	-2%	11	-33%	-19%	1%	-1%	-0.8%	0%

Full records, quoted from the list. Values in the order: ASM inhibitor | ELG1 genotoxic | uPA generation | p53 reactivation | TRPV1 ag | BRCA1 expr act | Integrin act MD | PTAP TSG101 blk | Eya2 inh | B2AR arrestin | USP2a inh
NC(=O)c1ccc(NC(=O)COC(=O)C(Cc2ccccc2)NC(=O)c2ccccc2)cc1 (stereo not given) is entered as -1% | 1% | 1% | 15% | 1 | 5% | 45% | -2% | 5% | -0.9% | 3%
Cn1c(SCC(=O)Nc2ccc3[nH]c(=O)[nH]c3c2)nnc1-c1ccccc1 is entered as 1% | 1% | -8% | 16% | 0 | -2% | 0% | -1% | 1% | -0.1% | -5%
